From PubChem BioAssay
CHO parental Ca: ATP-evoked calcium signal inhibitors, parental CHO, primary screen, counter-screen for OX1R antagonist project, cell-based, fluorescence, Fluo-8 calcium dye | parental CHO-K1, ATP-induced calcium, Fluo-8 fluorescence | inhibition, % at 5.6 µM | actives 0.63% (n = 330,000) | AID 463079, 2010;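 active = inhibition above that plate's mean sample inhibition plus 3 SD, cut at about 26% in these data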;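 note: 0% = ATP-challenged DMSO wells and 100% = DMSO wells without ATP; some compounds past the cut are filed as inactive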
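material = parental CHO cells | also added = ATP as calcium-mobilizing challenge | dosing = single point at 5.6 µM | detection = intracellular calcium via Fluo-8 no-wash fluorescent dye | read-out = % inhibition | benchmarks = low control ATP plus DMSO, high control DMSO only | repeats = one well per compound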
OXTR ag: human OXTR agonists, primary screen, fluorescence, CHO-OTR cells, Fluo-8 calcium | Oxytocin receptor (Homo sapiens), P30559 | Fluo-8 calcium fluorescence; normalized: DMSO 0%, oxytocin 100% | activation, % at 3 µM | actives 0.32% (n = 320,000);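 active = activation above the mean of all tested compounds plus 3 SD, cutoff set per screening run, cut at about 20% in these data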;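 note: peak over basal fluorescence ratio from a 100 s FLIPR kinetic read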
TAAR1 antagonist: human TAAR1 antagonists, primary screen, Fluo-8 calcium fluorescence, CHO RD-HGA16 cells | Trace amine-associated receptor 1 (Homo sapiens), Q96RJ0 | antagonist | inhibition, % at 3 µM | actives 1.5% (n = 360,000) | AID 624466, 2012;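 active = inhibition above a per-plate cutoff, the mean inhibition of test compounds on that plate plus 3 SD, cut at about 49% in these data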;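 note: 0% = DMSO plus EC80 beta-PEA response and 100% = DMSO alone without agonist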
Target sequence (Q96RJ0 whole entry, looked up): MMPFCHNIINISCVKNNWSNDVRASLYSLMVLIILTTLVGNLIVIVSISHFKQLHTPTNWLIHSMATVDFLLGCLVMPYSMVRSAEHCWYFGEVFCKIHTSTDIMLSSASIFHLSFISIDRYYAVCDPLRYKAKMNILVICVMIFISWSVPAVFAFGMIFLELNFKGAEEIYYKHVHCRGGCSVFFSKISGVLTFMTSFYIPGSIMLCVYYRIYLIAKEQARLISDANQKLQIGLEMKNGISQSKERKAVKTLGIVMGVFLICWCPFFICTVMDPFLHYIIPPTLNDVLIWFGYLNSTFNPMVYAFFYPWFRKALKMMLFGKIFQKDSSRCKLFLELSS
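Test system: hTAAR1-expressing CHO RD-HGA16 cells, Gα16-coupled; Probe or stimulus: EC80 β-phenethylamine stimulus; Compound dosing: single nominal final test compound concentration of 3 µM; Timing: 140 s kinetic read after compound, 140 s after agonist; Signal: Fluo-8 calcium-sensitive fluorescence; Measure: % inhibition of agonist calcium response; Controls: DMSO and EC80 PEA controls.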
CHO-K1 Ca ag: counter-screen for M1 agonists: effect in parental CHO-K1 cells | Fluo-8 calcium fluorescence; scaled to maximal ATP response, vehicle zero | activation, % at 3 µM | actives 0.48% (n = 360,000) | AID 602248, 2012; in the data active = activation above about 15%;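 note: untransfected CHO-K1 host cells lacking M1 receptor as counterscreen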
M1 PAM parental: nonselective calcium activators in parental CHO-K1 cells, primary screen, counter-screen for M1 PAM project, cell-based, Fluo-8 calcium fluorescence, full deck, 1536-well; ATP EC20; 0% at ATP EC20, 100% at ATP max; activation, % at 3 µM; actives 0.02% (n = 360,000); AID 602247, 2012;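 active = activation above the run cutoff, the mean activation of all test compounds plus 3 SD, cut at about 40% in these data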;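 note: peak over basal fluorescence ratio in a 140 s read after ATP addition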
GPR7 antagonist: GPR7 receptor antagonists, primary screen, cell-based, fluorescence, single concentration. GPR7-expressing cells, fluorescence antagonist assay. inhibition, % at 4.4 µM. actives 1.1% (n = 290,000); in the data active = inhibition above about 16%, passing the limit was not always enough;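 note: cells stimulated with the agonist NPW; 0% = agonist with vehicle and 100% = vehicle without agonist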
Target sequence (P48145 whole entry, looked up): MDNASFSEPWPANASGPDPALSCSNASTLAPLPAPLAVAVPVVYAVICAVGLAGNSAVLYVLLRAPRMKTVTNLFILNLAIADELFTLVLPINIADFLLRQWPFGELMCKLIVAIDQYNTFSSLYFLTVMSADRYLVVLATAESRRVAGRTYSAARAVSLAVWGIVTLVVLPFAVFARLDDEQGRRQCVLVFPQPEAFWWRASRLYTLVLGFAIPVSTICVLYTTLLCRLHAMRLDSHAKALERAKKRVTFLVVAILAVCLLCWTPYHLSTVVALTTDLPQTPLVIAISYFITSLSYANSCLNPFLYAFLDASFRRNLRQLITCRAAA
CHO-K1 Ca antag: counter-screen for M1 antagonists: effect in parental CHO-K1 cells | ATP-induced calcium, Fluo-8 fluorescence | inhibition, % at 3 µM | actives 0.6% (n = 360,000);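 active = inhibition above a per-plate cutoff, the plate's mean sample inhibition plus 3 SD, cut at about 24% in these data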;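 note: 0% = DMSO plus EC80 ATP and 100% = DMSO alone without ATP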
OXTR potentiate: human OXTR potentiators, primary screen, fluorescence, CHO-OTR cells, Fluo-8 calcium; Oxytocin receptor (Homo sapiens), P30559; Fluo-8 calcium fluorescence, potentiator mode; 0% = oxytocin EC15, 100% = EC100; activation, % at 3 µM; actives 0.061% (n = 320,000); AID 2445, 2010;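 active = activation above that plate's cutoff, the mean activation of tested compounds plus 3 SD, cut at about 6.6% in these data, passing the limit was not always enough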;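 note: 100% uses oxytocin at 75 nM as the full agonist control; some results filed as inactive read as strong as hits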
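Replication – single well per compound, singlicate · Assay system – CHO cell line stably expressing human OTR · Timing – 6 min pre-incubation, 100 s read · Measure – normalized max/min fluorescence ratio, % activation · Doses – 3.0 µM, one dose · Detection – Fluo-8 calcium dye fluorescence · Probe or stimulus – oxytocin near EC15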
V1aR counter: agonists of human V1a receptor, primary screen, counter-screen for OXTR agonist project, fluorescence, CHO-V1R cells; activation, % at 3 µM; AID 2797, 2010; Fluo-8 calcium fluorescence, agonist mode; 0% DMSO, 100% 3 nM vasopressin; actives 0.25% (n = 320,000); Vasopressin V1a receptor (Homo sapiens), P37288;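 active = activation above the mean activation of all tested compounds plus 3 SD, per screening run, cut at about 20% in these data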;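 note: signal is peak over basal fluorescence ratio across a 100 second FLIPR read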
Target sequence (P37288 whole entry, looked up): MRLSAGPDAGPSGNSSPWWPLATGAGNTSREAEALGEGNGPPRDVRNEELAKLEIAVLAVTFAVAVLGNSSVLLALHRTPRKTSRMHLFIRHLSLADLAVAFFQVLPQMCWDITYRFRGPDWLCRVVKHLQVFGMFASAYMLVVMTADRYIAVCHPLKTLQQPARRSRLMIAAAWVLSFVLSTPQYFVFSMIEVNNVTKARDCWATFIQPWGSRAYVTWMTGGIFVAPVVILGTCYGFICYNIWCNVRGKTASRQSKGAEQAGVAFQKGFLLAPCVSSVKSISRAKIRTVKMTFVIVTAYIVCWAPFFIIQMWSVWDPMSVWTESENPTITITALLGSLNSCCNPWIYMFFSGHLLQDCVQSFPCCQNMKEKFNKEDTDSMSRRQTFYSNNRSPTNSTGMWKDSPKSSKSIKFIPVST
* marks the source's active call; other numbers are inactive results; · = not tested or not shown. Outcome played no part in choosing rows (roughly 3.5% active in at least one column).

nr | SMILES | CHO parental Ca | OXTR ag | TAAR1 antagonist | CHO-K1 Ca ag | M1 PAM parental | GPR7 antagonist | CHO-K1 Ca antag | OXTR potentiate | V1aR counter
1 | Cc1ccc(-n2c(SCC(=O)N3CCCc4ccccc43)nnc2-c2cccnc2)c(C)c1 | -21.8 | -0.9 | -5.0 | 0.0 | -6.5 | -8.8 | -3.5 | -11.9 | 0.2
2 | Cc1cc(C)nc(NNC2=CC(=[N+]3CCCC3)CCC2)n1 | 4.6 | -0.7 | -43.8 | 0.0 | 12.3 | -6.5 | -5.2 | -3.0 | -0.5
3 | Cc1cc(=O)oc2cc(OCC(=O)N/N=C/c3cc([N+](=O)[O-])ccc3O)ccc12 | -12.4 | -0.6 | 16.8 | -0.2 | 17.6 | -3.2 | -7.0 | 1.1 | -0.2
4 | CC(C)[C@H](NC(=O)NCCc1ccccc1)C(=O)O | 7.8 | 0.8 | -4.8 | 0.1 | 11.0 | -11.9 | 5.3 | -23.6 | -0.3
5 | CC(=O)Nc1ccc(S(=O)(=O)Nc2cccn(Cc3ccc(C)cc3)c2=O)cc1 | -2.8 | 1.8 | 7.3 | 3.0 | 2.1 | -1.2 | 3.1 | -7.7 | 3.7
6 | CCCCN(C(=O)CCN1C(=O)C2CC=CCC2C1=O)c1c(N)n(CCCC)c(=O)[nH]c1=O (stereo not drawn) | · | · | -6.6 | 0.3 | -4.7 | · | 8.0 | · | ·
7 | CN(C)CCC1(c2ccccc2)CCN(C)C1=O (stereo not drawn) | · | · | 2.6 | 0.5 | -0.4 | · | 2.4 | · | ·
8 | C[C@H](CO)N1C[C@H](C)[C@@H](CN(C)S(=O)(=O)c2cn(C)cn2)Oc2c(NS(=O)(=O)c3cn(C)cn3)cccc2C1=O | -8.5 | 1.1 | -0.8 | 0.1 | -4.0 | · | -6.8 | 5.6 | 1.0
9 | CC(C)C(Sc1nc(-c2ccccc2)cc(-c2ccccc2)c1C#N)C(=O)O (stereo not drawn) | -28.3 | 0.2 | -5.3 | 0.5 | 10.4 | 6.9 | -13.9 | -10.3 | 0.9
10 | CCC(C)OC(=O)C1=C(C)NC2=C(C(=O)C(C(=O)OC)C(C)C2)C1c1ccc(N(C)C)cc1 (stereo not drawn) | -16.9 | -1.3 | -19.1 | 0.5 | 13.7 | -5.7 | -0.5 | -4.5 | 0.5
11 | O=C(N/C(=C\c1ccc(F)cc1)C(=O)N1CCCCCC1)c1ccccc1 | -14.0 | -1.3 | -17.5 | 0.6 | 5.3 | -6.6 | -6.7 | -0.4 | -0.4
12 | C#CCSc1nnc(-c2ccc(O)cc2)o1 | 9.4 | 0.7 | -9.7 | 0.6 | 8.8 | -2.1 | -3.4 | -7.1 | 1.6
13 | Cc1ccc(C)c(NC(=O)CCC(=O)NNC(=O)C(c2ccccc2)c2ccccc2)c1 | -7.9 | 2.0 | -7.5 | 0.3 | 7.3 | -3.4 | -7.8 | 4.0 | 0.4
14 | C/C=C1\NC(=O)[C@H](C)NC(=O)[C@@H](NC(=O)[C@H](Cc2ccc(O)cc2)NC(=O)[C@@H](NC(=O)/C(C)=C/C)C(C)C)[C@@H](C)OC(=O)[C@H](CCCc2ccc(O)cc2)NC(=O)[C@@H](CCC(=O)OC)NC1=O | · | · | 0.3 | -0.2 | 8.9 | · | -18.5 | · | ·
15 | c1ccc(Oc2cccc3cccnc23)nc1 | -7.5 | -0.6 | -31.4 | 0.1 | -5.8 | -9.8 | 6.6 | -2.4 | 0.2
16 | CCc1cc(C(=O)N(C)CC(=O)Nc2c(Cl)cccc2Cl)sc1C | -12.5 | -0.1 | -1.1 | 0.5 | 4.0 | · | -5.9 | -0.5 | 0.8
17 | Oc1ccc(C2C(c3ccccc3)=NN=C(c3ccc(Cl)cc3)N2O)c(O)c1 (stereo not drawn) | -5.5 | 2.3 | -1.2 | 0.8 | 18.6 | -2.3 | -6.9 | -4.7 | 2.7
18 | COc1cccc(C2c3c(oc4ccccc4c3=O)C(=O)N2CCCN2CCOCC2)c1OC (stereo not drawn) | · | · | -20.0 | 0.1 | 13.2 | · | -12.7 | · | ·
19 | CSc1nnc(-c2ccc(S(=O)(=O)N3CCCC3)cc2)n1C | -9.6 | 0.6 | -6.0 | 0.8 | 15.8 | -9.2 | -9.8 | -4.2 | 1.2
20 | COc1ccc(N=Nc2cc(C)c(O)c(CN3CCCCC3)c2)cc1 | -26.6 | -3.2 | -21.7 | -0.5 | -22.9 | -27.6 | 23.6 | -7.1 | -1.5
21 | C=COC(=O)NC1CCc2cc(OC)c(OC)c(OC)c2-c2ccc(SC)c(=O)cc21 (stereo not drawn) | · | · | -4.0 | 0.2 | 18.4 | · | -10.8 | · | ·
22 | CCCCCn1c(SCCCC)nc2c1c(=O)[nH]c(=O)n2C | -11.6 | -2.2 | -19.2 | -0.4 | -1.7 | -15.3 | 18.6 | -15.4 | -1.1
23 | CCCCNC(=O)Nc1ccnn1C1CCCCC1 | -2.6 | 0.1 | -2.1 | 0.3 | -0.2 | -1.2 | 0.5 | -6.1 | 1.9
24 | COC(=O)c1ccc(/C=N/N2CCN(Cc3ccc(C)cc3C)CC2)cc1 | -15.6 | -0.7 | -15.4 | 3.3 | -1.9 | -13.3 | 5.9 | 0.1 | 1.4
25 | O=C(CN1C(=O)NC(c2ccccc2)(c2ccccc2)C1=O)NC1CCS(=O)(=O)C1 (stereo not drawn) | -5.2 | 1.1 | -2.5 | 2.2 | -6.4 | · | 7.8 | -7.2 | 0.4
26 | Cc1ccc(OC(C)C(=O)Nc2ccccc2C(=O)NCc2cccnc2)cc1C (stereo not drawn) | -11.5 | -0.2 | 17.6 | 3.2 | -2.8 | -6.5 | 10.0 | -6.6 | 0.8
27 | Cc1ccc([C@@H]2[C@@H]3C(=O)N(C)C(=O)[C@@H]3[C@]3(Cc4ccccc4)C(=O)N(Cc4ccccc4)CC(=O)N23)o1 | -18.1 | 1.7 | -0.7 | 1.0 | 12.6 | 15.3 | -12.7 | 7.7 | -0.2
28 | CNc1nc2c(N)ncnc2n1[C@H]1O[C@@H](CO)[C@H](O)[C@@H]1O | 4.7 | 0.6 | 2.8 | 0.3 | 18.9 | 3.6 | -13.0 | -8.3 | 1.0
29 | Cc1cccc(-c2nc(CSCC(=O)NCCCN3CCOCC3)c(C)o2)c1 | -34.3 | -0.2 | -9.2 | 0.7 | 14.0 | -6.6 | -7.8 | -2.9 | 0.6
30 | CCOC(=O)c1c(-c2ccccc2)oc2ccc(OCC)cc12 | -27.7 | -1.2 | -14.9 | 1.7 | 21.5 | -12.9 | -7.8 | -5.6 | 0.9
31 | CCOc1ccccc1-n1c(=O)c2ccccc2c2ccccc2c1=O | -20.8 | -2.9 | -10.9 | 0.1 | 27.9 | -8.9 | -7.7 | 0.5 | -1.1
32 | CCOC(=O)c1cc2c(c(-c3ccccc3)n1)[C@@H](CCO)N(S(=O)(=O)C(C)(C)C)C2 | · | · | -2.0 | -0.4 | 3.4 | · | -5.8 | · | ·
33 | CCOc1ccc(S(=O)(=O)N2CCOCC2)cc1NC(=O)CCOc1ccc(C(C)(C)C)cc1 | · | · | -29.5 | 0.1 | -23.9 | · | 15.2 | · | ·
34 | CCC1CCCCN1C(=O)CN1C(=O)c2ccccc2S1(=O)=O (stereo not drawn) | 0.9 | -0.9 | -3.7 | 0.7 | -24.0 | · | -3.3 | -8.6 | -1.4
35 | COC(=O)COc1cccc(NS(=O)(=O)c2ccc(NC(C)=O)cc2)c1 | -7.3 | 0.8 | 9.6 | 3.1 | -5.0 | -10.8 | 8.2 | 4.3 | 0.3
36 | CCN(CC)CCNC(=O)C(=O)NCC1OCCN1S(=O)(=O)c1ccc(Cl)cc1 (stereo not drawn) | 0.7 | -1.4 | -29.0 | 0.5 | -20.1 | -13.5 | -2.3 | -2.3 | -0.3
37 | CC(=O)NC(=S)Nc1cccc(S(=O)(=O)NC2=NCCC2)c1 | -0.1 | -1.0 | -8.5 | -0.1 | 6.6 | -10.1 | -3.9 | -0.4 | -0.4
38 | COc1cccc(-c2nnc(SCc3cccnc3)o2)c1 | -3.1 | -0.5 | 2.1 | 0.5 | 5.7 | -4.1 | -9.0 | -0.7 | 1.1
39 | CCOc1ccccc1CN1CCNC(=O)C1CC(=O)N(C)Cc1cnccn1 (stereo not drawn) | -7.7 | 0.1 | -7.0 | 1.3 | 3.2 | -16.9 | -2.9 | 10.4 | 1.1
40 | CSc1n[nH]c(NCc2ccc(C)cc2)n1 | -1.1 | -0.8 | -11.3 | -0.2 | 12.2 | -1.3 | -4.4 | -18.7 | -0.1
41 | COc1ccc(C(C#N)Nc2ccccc2)cc1 (stereo not drawn) | -8.0 | 1.2 | · | · | · | 3.7 | · | -0.1 | 0.1
42 | COc1ccc(C2C(C(=O)c3cccs3)=C(O)C(=O)N2c2nnc(C)s2)cc1OC (stereo not drawn) | -3.5 | 2.0 | · | 1.4 | 12.2 | -4.1 | -1.9 | 2.2 | 1.0
43 | CCn1c(SCC(=O)N2CCOCC2)nnc1-c1cccs1 | -8.4 | 0.3 | 14.6 | 0.0 | -3.0 | 3.9 | 6.0 | -9.5 | 2.2
44 | O=C(c1cc(-c2ccc(F)cc2)on1)N1CCCc2ccccc21 | -18.1 | -2.2 | 34.8 | 1.6 | -4.4 | -8.3 | -15.4 | -12.0 | -1.2
45 | O=C(/C=C/c1ccc(Cl)cc1)N1CCOCC1 | -5.5 | -0.8 | -16.7 | -0.5 | 9.4 | 3.5 | 1.1 | 5.7 | 0.2
46 | Cn1nc(-c2ccccc2F)c2cc(C(=O)Nc3ccc4c(c3)OCCO4)sc21 | -8.8 | -1.6 | 31.9 | 0.3 | -1.9 | 2.1 | -5.6 | -5.7 | -1.4
47 | CCc1ccc(C2(C)SC(NC(C)=O)=NN2C(C)=O)cc1 (stereo not drawn) | -9.7 | 15.0 | 2.7 | 1.8 | -6.3 | 9.0 | 1.8 | -9.2 | 8.5
48 | COC(=O)c1ccc(NC(C(=O)OC)C(C)C)c([N+](=O)[O-])c1 (stereo not drawn) | -15.9 | -2.1 | 17.7 | 0.7 | -3.5 | -9.6 | -3.5 | 0.3 | -0.9
49 | Cc1ccc(C(=O)NNC(=S)NC(=O)c2ccccc2)cc1 | 33.6* | 87.7* | 106.5* | 70.3* | -30.5 | · | 26.7* | -18.7 | 96.1*
